# CASP6 VEID inh = blocks human caspase-6 cleavage activity; P55212; purified caspase-6, Z-VEID-R110 cleavage fluorescence; inhibition, % at 12.5 µM; 0.53% of 350,000 active;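 active = mean inhibition across replicates at least about 35%, with every replicate also reaching that limit, limit read from the data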;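 also: 0% = median of neutral control wells and 100% = no fluorescence left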
# Target sequence (P55212 24-179 limits assumed): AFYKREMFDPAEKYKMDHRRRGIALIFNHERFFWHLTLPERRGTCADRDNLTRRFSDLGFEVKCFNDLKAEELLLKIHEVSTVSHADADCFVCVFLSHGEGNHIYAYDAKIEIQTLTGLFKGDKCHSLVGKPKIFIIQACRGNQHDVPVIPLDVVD
# Target sequence (P55212 194-293 limits assumed): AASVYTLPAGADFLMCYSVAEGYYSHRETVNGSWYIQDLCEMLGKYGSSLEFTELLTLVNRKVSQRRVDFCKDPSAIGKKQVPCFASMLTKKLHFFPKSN
# C2C12 statin = protects C2C12 myotubes from simvastatin toxicity | 0.78% of 330,000 active | ATP luminescence, 48 h; scaled: DMSO 0, geranylgeraniol control 100 | rescue of ATP level, % at 7.49 µM | AID 602340;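 active = mean ATP rescue above about 67%, or every replicate alone reaching that limit, limit read from the data, passing the limit was not always enough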;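 also: myotubes were challenged with 10 µM simvastatin during compound exposure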
# S100A4 inh HTS = inhibitors of human S100A4 binding to myosin IIA peptide; 0.14% of 360,000 active; S100A4/TAMRA-MyoIIA peptide fluorescence polarization; inhibition, % at 10.7 µM; P26447;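 active = mean inhibition of at least 70% across replicates, with every replicate also reaching that level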
# Target sequence (P26447 whole entry, looked up): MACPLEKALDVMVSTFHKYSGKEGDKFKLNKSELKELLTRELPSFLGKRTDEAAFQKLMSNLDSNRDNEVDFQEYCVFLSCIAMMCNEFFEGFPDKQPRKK
#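 Material: S100A4 monomer protein / Buffer or medium: 50 mM HEPES pH 7.2, 10 mM CaCl2, 100 mM KCl / Times: 5 min incubation before reading / Benchmarks: neutral control DMSO, positive control TFP / Reagent: labelled myosin peptide probe, 5 nM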
# esBAF inh = SWI/SNF esBAF complex inhibition. mouse ES cells, Bmi1-luciferase knock-in reporter, 24 h; 100% = twice the neutral-well signal. reporter increase, % at 12.5 µM. 2% of 350,000 active; in the data active = activation above about 40%;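 also: 0% = median of the plate's neutral control wells and 100% = double that signal; a rise in the Bmi1 reporter signal indicates esBAF inhibition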
# SIRT5 block = blocks human SIRT5 desuccinylation of peptide; inhibition, % at 15 µM; Q9NXA8; AID 652115; Purified SirT5, succinyl-peptide AMC, trypsin-coupled fluorescence; 1.1% of 330,000 active; in the data active = inhibition above about 15%
# Target sequence (Q9NXA8 whole entry, looked up): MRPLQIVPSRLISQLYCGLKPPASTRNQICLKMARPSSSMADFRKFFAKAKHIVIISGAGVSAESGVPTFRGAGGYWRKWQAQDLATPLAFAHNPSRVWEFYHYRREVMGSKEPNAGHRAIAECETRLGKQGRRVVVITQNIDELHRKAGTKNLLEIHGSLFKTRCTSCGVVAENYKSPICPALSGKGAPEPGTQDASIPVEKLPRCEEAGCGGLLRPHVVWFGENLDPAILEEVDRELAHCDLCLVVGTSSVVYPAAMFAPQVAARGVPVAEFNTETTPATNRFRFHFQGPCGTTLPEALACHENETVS
# FN deposit inh = fibronectin deposition inhibition | inhibition, % at 12.6 µM | AH1F fibroblasts, Alexa488-fibronectin deposition fluorescence, overnight | 0.086% of 350,000 active | AID 743247;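 active = mean inhibition across replicates of 30% or more, regardless of how many single replicates reach that level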;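 also: positive control wells lacked labelled fibronectin entirely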
#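 Assay system: AH1F fibroblast monolayer, labelled fibronectin deposition. Amount: 10000 cells per well. Also added: labelled fibronectin 24 nM. Compound: single-point pinned compound. Incubation: cell attachment 1 h, compound and FN exposure overnight. Detection: fluorescence after three HBSS washes, excitation 485 nm, emission 525 nm. Read-out: inhibition of fibronectin deposition signal.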
# LGR2 antag = blocks bursicon-induced cAMP signaling via Drosophila LGR2; HEK293 LGR2, CRE-luciferase, bursicon-stimulated, 4 h; inhibition, % at 9.99 µM; 0.35% of 380,000 active; AID 720647;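 active = drop in luminescence signal, shown as inhibition above about 50% in the replicate tests, limit read from the data, passing the limit was not always enough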;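 also: agonist challenge used bursicon conditioned medium at about half maximal strength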
# The depositor's hits bear a star; nt = not tested or not shown. This is a subset; the hit share may differ from the screen's.
SMILES,CASP6 VEID inh,C2C12 statin,S100A4 inh HTS,esBAF inh,SIRT5 block,FN deposit inh,LGR2 antag
CCN1C(=O)/C(=C/C2=Cc3ccccc3OC2C)SC1=S (configuration not stated),-2,nt,-10,nt,0,4,-4
O=C(C1=C(O)C(=O)N(CCN2CCOCC2)C1c1cccc(Br)c1)c1cc2ccccc2o1 (configuration not stated),2,2,-6,-2,1,-7,-12
CN1C(=S)N(c2cccnc2)C(=O)/C1=C\c1ccc(N(C)C)cc1,0,-16,8,3,0,-3,-21
Cc1c(Cl)cccc1NC(=O)C1=COCCO1,-2,2,-14,10,-8,4,-14
Cc1ccc(S(=O)(=O)N2C(=O)CCC2C(=O)N2CCCCC2)cc1 (configuration not stated),0,2,-7,-1,-1,0,5
Cc1cccc(C)c1-n1nnnc1C(C1CC1)N1CCN(C/C=C/c2ccccc2)CC1 (configuration not stated),5,-8,0,-13,2,-1,18
COc1ccc(-c2coc3c(C(=O)Nc4cccc(NS(C)(=O)=O)c4)cccc23)c(C)c1,0,-8,-4,12,nt,-3,7
O=C(COc1cc2oc(=O)c3c(c2cc1Cl)CCC3)NCc1ccccn1,2,13,-7,-1,0,nt,nt
CCNC(=O)C[C@H]1CC[C@H]2[C@@H](COc3ccc(NC(=O)Nc4cccc(C)c4)cc3C(=O)N2C)O1,-2,4,0,-1,-2,2,-1
CCN(C(=O)COC(=O)c1oc2ccc(OC)cc2c1C)C1CCCCC1,-2,nt,-2,nt,-3,-6,11
O=C(CCc1nnc2n(CCc3ccccc3)c(=O)c3ccccc3n12)NCCCN1CCCCC1,-5,-27,-3,9,0,2,-8
Cc1cccnc1NC(=O)Nc1cccc(C(F)(F)F)c1,nt,9,nt,8,nt,8,nt
O=C(C[C@H]1C/C=C\CC[C@@H](Cc2ccc(F)cc2)C(=O)O[C@H](c2ccccc2)CNC1=O)N[C@H](CO)Cc1ccccc1,0,-13,7,11,-1,9,19
CCN(CC)c1ccc([C@H]2[C@@H]3CCCC[C@]3(O)CCN2CC(=O)NCc2ccco2)cc1,5,-3,-6,-2,nt,2,nt
Cc1ccsc1C(=O)N1CCC1(C)C(=O)NS(=O)(=O)c1ccc(C#N)cc1 (configuration not stated),1,7,6,5,-3,nt,-2
O=C(Nc1ccc(Br)cc1)c1cccc(N2C(=O)C3C4CCC(C4)C3C2=O)c1 (configuration not stated),nt,7,nt,-2,nt,4,-22
N#Cc1ccc(OCC(=O)N2CCN(S(=O)(=O)c3ccc(Cl)s3)CC2)cc1,-1,1,-10,7,-3,3,-11
COc1ccncc1-c1ccc(C2=CC(=O)CC(C)(C)C2=O)cc1,2,-9,3,65*,-1,nt,-37
COc1ccc(C2/C(=C(\O)c3ccc(OC)c(Cl)c3)C(=O)C(=O)N2CCN(C)C)cc1 (configuration not stated),nt,9,nt,-1,nt,1,nt
COc1ccc(CN(C)C[C@@H]2OCCCC[C@H](C)Oc3ccc(NC(=O)Nc4cccc5ccccc45)cc3C(=O)N([C@@H](C)CO)C[C@H]2C)cc1,-1,nt,7,-6,-1,nt,0
C[C@H]1CN([C@@H](C)CO)C(=O)c2cccc(NC(=O)Nc3cccc4ccccc34)c2O[C@H]1CN(C)C(=O)NC1CCCCC1,0,-43,1,10,-1,nt,4
COc1ccc(CN(C)CC(=O)Nc2cccc3ccccc23)cc1F,0,10,-2,-7,-2,4,5
Cc1cnc(C)c(N2CCN(Cc3nc(-c4cccc(F)c4F)oc3C)CC2)n1,-2,nt,3,nt,-2,-4,-15
CCCCN1C(=O)c2ccccc2C1C(=O)NC1CCCC1 (configuration not stated),nt,3,nt,-10,nt,9,-1
CC(C)CNC(=O)c1ccc(-c2ccc(F)c(F)c2)c2ccoc12,1,-10,0,-2,-2,-36,-10
O=C(COC(=O)Cc1ccccc1F)Nc1ccc2c(c1)OCO2,-3,-2,7,-3,-11,-10,4
CC1CCN(C(=O)c2[nH]cnc2C(=O)N(C)Cc2ccccc2)CC1,0,9,-6,-11,nt,5,-38
CCc1ccc(NC(=O)c2c(C(=O)Nc3ccccc3)sc3nc(C)cc(=O)n23)cc1,1,nt,4,nt,-4,2,nt
O=C(c1cc(=O)c2ccccc2o1)N1CCN(c2cccc(Cl)c2)CC1,1,nt,-5,nt,-2,9,30
C[C@H]1CN([C@@H](C)CO)C(=O)Cc2cc(NS(=O)(=O)c3ccc(Cl)cc3)ccc2O[C@H]1CN(C)Cc1ccc(C(=O)O)cc1,-1,5,-17,0,-1,nt,-1
C[C@@H]1CN([C@H](C)CO)S(=O)(=O)c2ccc(/C=C/c3ccccc3)cc2O[C@H]1CN(C)C(=O)c1ccccc1,3,-94,1,3,4,6,17
CCOc1ccc(N2CC(C(=O)Nc3ccc(S(=O)(=O)Nc4nccs4)cc3)CC2=O)cc1 (configuration not stated),4,10,-6,-4,0,4,6
COc1ccccc1C/C(N)=N/OC(=O)COc1ccc(C)cc1C,3,-10,3,1,-3,nt,-18
Cc1ccc(NC(=O)CSc2nnc(-c3cc(C)[nH]n3)n2N)cc1,5,7,-2,6,0,2,2
NC(=O)[C@]1(Cc2ccccc2)N=C(c2ccc(OCCCO)cc2)O[C@@H]1c1ccccc1,2,nt,6,nt,-1,nt,nt
CC(C)CC#Cc1ccc([C@@H]2[C@H]3CN(C(=O)Nc4ccc(F)cc4)CC(=O)N3[C@H]2CO)cc1,0,nt,6,nt,1,nt,-1
COC(=O)CC1C(=O)NCCN1C(=O)CSc1nc2ccccc2c(=O)n1CC(C)C (configuration not stated),-3,nt,2,nt,0,nt,-5
CCSc1nnc(NC(=O)c2nc3nc(C)cc(C)n3n2)s1,2,-1,-2,0,0,9,-13
COC(=O)C[C@@H]1C[C@H]2c3cc(NC(=O)c4ccc5c(c4)OCO5)ccc3O[C@H]2[C@@H](CO)O1,7,-3,-1,7,-2,6,4
CCCCCCNC(=O)Cc1ccc(Br)cc1,1,0,-3,7,-1,-7,-35
C[C@@H]1CN([C@@H](C)CO)S(=O)(=O)c2ccc(C#CCN(C)C)cc2O[C@@H]1CN(C)C(=O)c1ccccc1F,4,15,13,5,-4,1,3
C[C@H](CO)N1C[C@H](C)[C@@H](CN(C)S(=O)(=O)c2ccc(Cl)cc2)OCCCC[C@H](C)Oc2ccc(NC(=O)CCCN(C)C)cc2C1=O,-1,-29,-8,5,-1,-1,-15
CCCN(C)C[C@@H]1Oc2cc(C#Cc3ccc(F)cc3)ccc2S(=O)(=O)N([C@@H](C)CO)C[C@H]1C,2,-8,-18,-3,15,-6,13
Cn1nnnc1SCC(=O)Nc1cc(S(=O)(=O)N2CCCCC2)ccc1Cl,4,-2,5,4,nt,nt,17
CC(C)(C)c1ccc(OCC(=O)Nc2ccncc2)cc1,1,-11,-1,-2,-2,4,-35
C[C@@H]1CN([C@@H](C)CO)C(=O)c2cc(/C=C/c3ccccc3)cnc2O[C@@H]1CN(C)C(=O)c1cnccn1,-2,2,2,-2,-4,-6,12
CCOC(=O)N1CCN(C(=O)c2cc3cc(OC)c(OC)cc3[nH]2)CC1,-1,-2,-2,-4,-4,0,0
COc1cc(C(=O)Nc2ccc3c(c2)OCO3)ccc1-n1cnnn1,nt,-11,nt,12,nt,-17,nt
CN(C)S(=O)(=O)N(CC(=O)NCc1ccccc1)c1ccccc1,1,8,-11,0,-3,nt,10
COCC#Cc1cnc2c(c1)C(=O)N([C@H](C)CO)C[C@H](C)[C@H](CN(C)Cc1ccccc1F)O2,1,9,20,2,-3,-10,-1
CC(C)c1ccc2[nH]c3c(c2c1)CCC/C3=N\NC(=O)c1ccncc1,2,nt,-6,nt,-2,1,15
Cc1ccccc1-n1nc2c(c1NC(=O)C(C)C)CS(=O)(=O)C2,-6,-2,-4,-2,-3,-7,-6
CC(=O)Nc1ccc(N2C(=O)c3cccc4c(O)ccc(c34)C2=O)cc1,-15,-5,-5,-13,5,-13,14
Cn1cc(CN2CCCC(C(=O)c3cc(F)ccc3F)C2)c2ccccc21 (configuration not stated),-4,nt,1,nt,1,3,3
CCCCN1C(C(=O)Nc2cc(C)on2)=C(O)c2ccccc2S1(=O)=O,-5,-4,-5,-5,1,1,2
O=C(COC(=O)Cc1c[nH]c2ccccc12)NC1CCCCC1,4,nt,-2,nt,-5,nt,8
CCCCNC(=O)Cc1c(O)c2ccccc2[nH]c1=O,-3,-3,-3,-10,-8,nt,14
O=C(COC(=O)c1ccc(O)cc1)Nc1ccc2[nH]c(=O)[nH]c2c1,2,nt,-8,nt,-3,1,-7
CCN(CC)S(=O)(=O)c1cccc(-c2n[nH]c(=S)n2C(C)COC)c1 (configuration not stated),2,nt,6,nt,-7,2,-2
CC(C)NC(=O)c1onc(CSc2ccc(C(C)C)cc2)c1C(=O)O,0,1,-3,7,nt,-3,nt

# Complete entries, quoted from the list. Values in the order: CASP6 VEID inh	C2C12 statin	S100A4 inh HTS	esBAF inh	SIRT5 block	FN deposit inh	LGR2 antag
# CCCCNC(=O)Cc1c(O)c2ccccc2[nH]c1=O is listed as -3	-3	-3	-10	-8	nt	14
# Cn1cc(CN2CCCC(C(=O)c3cc(F)ccc3F)C2)c2ccccc21 (configuration not stated) is listed as -4	nt	1	nt	1	3	3

# New compounds follow:
SMILES,CASP6 VEID inh,C2C12 statin,S100A4 inh HTS,esBAF inh,SIRT5 block,FN deposit inh,LGR2 antag
COc1ccc(CCNC(=O)/C=C/c2ccco2)cc1OC,3,10,-1,4,-3,-1,-8
CCCC[C@H]1COCCS(=O)(=O)N1Cc1cccc(Cl)c1,3,2,0,0,nt,18,-16
Cc1cc(C(=O)CSc2nc3ccccc3[nH]2)c(C)n1Cc1ccco1,6,-26,0,-10,nt,-17,-13
COc1cc(/C=N/N2CCN(Cc3ccccc3)CC2)cc(OC)c1OC(C)=O,-1,2,-6,0,1,0,-2
CCCCN(C1CCS(=O)(=O)C1)S(=O)(=O)c1cccs1 (configuration not stated),0,4,9,2,6,6,10

# Of the compounds above, these have fluorine:
SMILES,CASP6 VEID inh,C2C12 statin,S100A4 inh HTS,esBAF inh,SIRT5 block,FN deposit inh,LGR2 antag
Cc1cccnc1NC(=O)Nc1cccc(C(F)(F)F)c1,nt,9,nt,8,nt,8,nt
O=C(C[C@H]1C/C=C\CC[C@@H](Cc2ccc(F)cc2)C(=O)O[C@H](c2ccccc2)CNC1=O)N[C@H](CO)Cc1ccccc1,0,-13,7,11,-1,9,19
COc1ccc(CN(C)CC(=O)Nc2cccc3ccccc23)cc1F,0,10,-2,-7,-2,4,5
Cc1cnc(C)c(N2CCN(Cc3nc(-c4cccc(F)c4F)oc3C)CC2)n1,-2,nt,3,nt,-2,-4,-15
CC(C)CNC(=O)c1ccc(-c2ccc(F)c(F)c2)c2ccoc12,1,-10,0,-2,-2,-36,-10
O=C(COC(=O)Cc1ccccc1F)Nc1ccc2c(c1)OCO2,-3,-2,7,-3,-11,-10,4
CC(C)CC#Cc1ccc([C@@H]2[C@H]3CN(C(=O)Nc4ccc(F)cc4)CC(=O)N3[C@H]2CO)cc1,0,nt,6,nt,1,nt,-1
C[C@@H]1CN([C@@H](C)CO)S(=O)(=O)c2ccc(C#CCN(C)C)cc2O[C@@H]1CN(C)C(=O)c1ccccc1F,4,15,13,5,-4,1,3
CCCN(C)C[C@@H]1Oc2cc(C#Cc3ccc(F)cc3)ccc2S(=O)(=O)N([C@@H](C)CO)C[C@H]1C,2,-8,-18,-3,15,-6,13
COCC#Cc1cnc2c(c1)C(=O)N([C@H](C)CO)C[C@H](C)[C@H](CN(C)Cc1ccccc1F)O2,1,9,20,2,-3,-10,-1
Cn1cc(CN2CCCC(C(=O)c3cc(F)ccc3F)C2)c2ccccc21 (configuration not stated),-4,nt,1,nt,1,3,3
